Bfl-1 Bim block – inhibitors of Bim-Bfl-1 interaction, human; hit rate 0.12% among 190,000; inhibition, % at 10 µM; Bead-based flow cytometry, Bim-Bfl-1 binding inhibition; Q16548; AID 1008;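 further: 0% = wells without compound plus tracer and 100% = blocker peptide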
Bim-Bcl-2 – inhibitors of Bim-Bcl-2 interaction, human. P10415. Bead-based flow cytometry, Bim peptide-Bcl-2 binding. inhibition, % at 10 µM. hit rate 0.06% among 190,000; in the data active means inhibition above about 40%; inconclusive means no clear call, values can overlap the other calls;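 further: 0% = no compound wells with probe peptide and 100% = reference peptide inhibitor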
ABCG2 inh – inhibitors of human ABCG2 transporter, ABCB1 counter-screen; Q9UNQ0; IgMXP3 cells, JC-1 efflux, flow cytometry; inhibition, % at 6.6 µM; AID 1325; hit rate 0.1% among 190,000;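 active means inhibition above 80%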;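 further: 0% = DMSO and 100% = nicardipine control wells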
Target sequence (Q9UNQ0 whole entry, looked up): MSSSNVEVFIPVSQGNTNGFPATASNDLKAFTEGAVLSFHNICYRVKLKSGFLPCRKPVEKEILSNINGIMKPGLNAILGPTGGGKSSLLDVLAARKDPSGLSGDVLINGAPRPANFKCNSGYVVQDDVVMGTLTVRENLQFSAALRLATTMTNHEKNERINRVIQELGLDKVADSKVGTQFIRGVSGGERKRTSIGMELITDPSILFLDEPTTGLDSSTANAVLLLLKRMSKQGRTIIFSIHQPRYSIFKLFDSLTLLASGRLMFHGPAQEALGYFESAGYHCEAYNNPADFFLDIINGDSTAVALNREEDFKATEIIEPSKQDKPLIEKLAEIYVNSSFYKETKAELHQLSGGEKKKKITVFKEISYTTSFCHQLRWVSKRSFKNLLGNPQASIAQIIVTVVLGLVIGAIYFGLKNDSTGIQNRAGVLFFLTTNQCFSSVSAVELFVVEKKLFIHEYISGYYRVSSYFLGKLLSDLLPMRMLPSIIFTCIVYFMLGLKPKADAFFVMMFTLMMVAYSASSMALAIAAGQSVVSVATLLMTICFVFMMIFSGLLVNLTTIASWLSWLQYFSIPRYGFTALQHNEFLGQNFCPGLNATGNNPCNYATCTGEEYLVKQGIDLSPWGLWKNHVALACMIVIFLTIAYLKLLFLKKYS
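test system = two drug-resistant human cell lines, ABCG2 and ABCB1 | amount = 3 million cells/mL final, two lines in 1:1 ratio | reagent = JC-1 transporter substrate | doses = one concentration, 6.6 µM final | incubation = 10 min at 25 °C | signal = flow cytometric JC-1 green MFI at 530 nm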
Bcl-W Bim block – disrupts Bim peptide binding to human Bcl-W; Q92843; bead-based flow cytometry; inhibition, % at 10 µM; hit rate 0.02% among 190,000; AID 952;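 further: 0% = bound tracer without compound and 100% = peptide blocker; higher means less fluorescent Bim peptide bound to Bcl-W beads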
Target sequence (Q92843 whole entry, looked up): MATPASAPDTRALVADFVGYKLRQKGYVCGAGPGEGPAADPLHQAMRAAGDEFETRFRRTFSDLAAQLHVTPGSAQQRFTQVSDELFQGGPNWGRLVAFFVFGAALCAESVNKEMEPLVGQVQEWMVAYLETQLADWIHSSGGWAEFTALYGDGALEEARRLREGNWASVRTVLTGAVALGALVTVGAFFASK
RGS4-Gao reg – modulates binding of RGS4 to human Galphao. P09471. Multiplexed bead flow cytometry; actives lie on both sides. binding response (% of control), % at 10 µM. hit rate 0.33% among 220,000. AID 1415; in the data active means binding response below about 49% or above about 150%; inactive means in between;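 further: fluorescent Galphao activated with aluminum fluoride binding bead-coupled RGS4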
Bim-Bcl-XL – disrupts Bim peptide binding to human Bcl-XL | Q07817 | bead flow cytometry, fluorescence | inhibition, % at 10 µM | hit rate 0.04% among 190,000
RGS8-Gao reg – regulators of human RGS8-Galphao interaction; P09471; hit rate 0.34% among 220,000; response (percent of control binding), % at 10 µM; multiplexed bead flow cytometry, RGS8-Galphao binding; actives lie on both sides; AID 1423; in the data active means response below about 60% or above about 140%; inactive means in between;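 further: Galphao activated as the GDP aluminium fluoride complex binding bead-coupled RGS8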
RGS7-Gao – modulates binding of RGS7 to human Galphao. Multiplexed bead flow cytometry; actives lie on both sides. binding response (% of control), % at 10 µM. hit rate 0.35% among 220,000; in the data active means binding response below about 49% or above about 150%; inconclusive means no clear call, values can overlap the other calls; inactive means in between;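 further: fluorescent Galphao held in activated GDP-AlF4 state binding bead-coupled RGS7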
Bim-Mcl-1 – human Bim-Mcl-1 interaction inhibition. Q07820. hit rate 0.1% among 190,000. inhibition, % at 10 µM. Bead-based flow cytometry, Bim peptide-Mcl-1 binding;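 further: 0% = no compound tracer wells and 100% = peptide blocker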
Bim-Bcl-B – human Bim-Bcl-B interaction inhibition | hit rate 0.073% among 190,000 | inhibition, % at 10 µM | Q9HD36 | bead-based flow cytometry, Bim peptide-Bcl-B binding | AID 951;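 further: 0% = tracer peptide without compound and 100% = reference inhibitor peptide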
ABCB1 block – blocks JC-1 efflux by human ABCB1 transporter. CCRF-Adr cells, flow cytometry. hit rate 0.067% among 190,000. AID 1326. P08183. inhibition, % at 6.6 µM; in the data active means inhibition above about 40%;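 further: 0% = vehicle and 100% = reference inhibitor; higher value means more JC-1 retained so stronger ABCB1 efflux block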
An asterisk follows results filed as active; ? = inconclusive; . = not tested or not shown; & = joins results of further samples. Unless noted, no stated cut-off is given here; in the data, active means inhibition above about 40%.

Second line of a record – Bfl-1 Bim block, Bim-Bcl-2, ABCG2 inh, Bcl-W Bim block, RGS4-Gao reg, Bim-Bcl-XL, RGS8-Gao reg, RGS7-Gao, Bim-Mcl-1, Bim-Bcl-B, ABCB1 block
(1) CCOc1ccc(-n2ccnc2SCC(=O)N2CCCc3ccccc32)cc1
    -7, -4, -1, -5, 100, -9, 103, 104, -3, -8, 1.4
(2) Brc1c(CSc2nc3ccccc3o2)nc2ncccn12
    0, -2, 2, -1, 101, -2, 100, 99, -2, -4, 0.1
(3) Cc1nc2c(n1C1CCCCC1)C(=O)c1ccccc1C2=O
    0, 0, 7, -1, 99, -2, 102, 97, -2, -2, 1.1
(4) Cc1ccc(C(=O)N(Cc2nc3ccccc3c(=O)[nH]2)C2CCCC2)cc1
    2, 0, 5, 0, 92, -3, 89, 95, 0, -2, 2.1
(5) Cc1cccc(C(=O)NNC2=C(C(=O)C(F)(F)F)CCC2)c1O
    3, 0, 3, -1, 98, -1, 109, 100, 1, -2, -0.9
(6) Cc1cccn2cc(CCNS(=O)(=O)c3ccc([N+](=O)[O-])cc3)nc12
    1, -1, 13, -2, ., -1, ., ., -4, -4, 3.2
(7) CC(C)C(C)NC(=O)CSc1nc2scc(-c3ccco3)c2c(=O)n1-c1ccccc1 (stereo not drawn)
    -10, -10, 11, 5, 104, 1, 103, 104, -2, -8, 2.3
(8) O=C(O)C1CCC(=O)N1C1CCCC1 (stereo not drawn)
    -1, 1, 1, 2, 99, 3, 100, 99, -1, -1, 0.5
(9) CCN1C(=O)c2cccc3c(S(=O)(=O)NCc4ccco4)ccc1c23
    3, 0, 18, -3, 102, -2, 101, 103, -4, -4, 1.6
(10) S=c1nc(-c2ccccc2Cl)n(Cc2cccnc2)c2c1CCCC2
    -2, -4, -2, -4, 100, -7, 101, 96, -6, -7, -0.6
(11) Oc1ccc(NC(=S)Nc2ccccc2)cc1
    -1, 0, 6, -2, 98&95, -5, 97&99, ?, -3, -8, 0.2
(12) S=C(NCc1ccco1)N1CCN(C/C=C/c2ccccc2)CC1
    -4, -1, 3, -1, 101, 0, 98, 101, 0, -6, 0.3
(13) CCOc1ccc(C(=O)c2ccccc2C(=O)O)cc1OCC
    -4, -3, 5, -3, 98, 0, 98, ?, 0, -1, 0.3
(14) COc1ccccc1N1CCN(C(=O)c2nn(-c3ccccc3OC)c(=O)c3ccccc23)CC1
    -18, -7, 1, 1, 100, -4, 102, 101, -1, -9, 5.2
(15) CC(Sc1nc2ccccc2n1C)C(=O)Nc1ccc(N2CCOCC2)cc1 (stereo not drawn)
    -5, -2, 4, 1, 102, -2, 102, 101, 0, -2, 0.4
(16) C=CCNC(=O)CCCCCNS(=O)(=O)c1ccc(OC)cc1
    -16, -13, 1, 5, 113, -8, 107, 115, -2, -11, 0.3
(17) Cc1ccc(N2CC(O)=C(c3ccccc3)C2=N)cc1
    -9, -3, 2, -1, 106, 0, 106, 109, 0, -2, -0.1
(18) Cc1[nH]nc2c1-c1nc3ccccc3nc1C(C)(C)C2
    0, 0, 9, 0, 99, 0, 99, 99, 0, 0, 0.8
(19) COC(=O)c1c(CCl)noc1C(=O)NCC1CCCO1 (stereo not drawn)
    -2, 3, 4, -4, 101, -3, 102, 104, -4, -2, 0.8
(20) COc1ccccc1CNC(=O)c1ccccc1OCc1ccc(F)cc1
    -17, -8, 10, -3, 99, -8, 99, 96, -6, -8, 2.2
(21) NC(=O)C(c1ccccc1)C1CCCC1 (stereo not drawn)
    -13, -8, 1, 1, 96, -14, 98, 96, 0, -7, 0.2
(22) COc1ccc(N2C(=O)CC(Sc3nc4c(cc3C#N)CCC4)C2=O)cc1 (stereo not drawn)
    -10, -5, 0, -5, 106, -3, 108, 107, -3, -8, -0.1
(23) Cc1ccc(CNc2ncc(-c3ccccc3)n2C)o1
    -7, -3, 1, -1, 102, -2, 101, 101, -5, -2, 0.0
(24) O=C(COC(=O)Cc1ccc(F)cc1)Nc1cc(S(=O)(=O)N2CCOCC2)ccc1N1CCCC1
    -3, -7, 22, -7, 101, -11, 110, 103, -10, -10, 0.9
(25) COCCn1c(C23CC4CC(CC(C4)C2)C3)n[nH]c1=S
    -6, -9, 0, -1, 99, -3, 97, 99, -2, -18, 0.0
(26) COc1cc(CNC2CCCC2)cc(OC)c1
    -15, -5, -1, 1, 99, -3, 101, 100, -2, -10, 0.5
(27) Cc1ccc(-n2cc(CNCCn3nc(C)cc3C)c(-c3ccc(F)cc3)n2)cc1
    -6, -6, 5, 0, 103, -3, 104, 104, -3, -2, 2.7
(28) CCOC(=O)N1CCC(N2C(=O)c3cc(C(=O)NC4CCCCC4)ccc3C2O)CC1 (stereo not drawn)
    -10, -1, 12, -2, 102, -7, 105, 102, -4, 0, 0.7
(29) O=[N+]([O-])c1cccc(/C=N/Nc2nc(N3CCCCC3)nc(N3CCCCC3)n2)c1
    -5, 0, 4, -3, 100, -1, 100, 99, -2, -3, 0.5
(30) O=C(CSCC(=O)NC1CC1)Nc1ccc2ccccc2c1
    0, 6, 0, 0, 103, -7, 101, 102, -1, -6, 0.2

Overlap with the part before: 2 compounds, followed by the next part.
Second line of a record – Bfl-1 Bim block, Bim-Bcl-2, ABCG2 inh, Bcl-W Bim block, RGS4-Gao reg, Bim-Bcl-XL, RGS8-Gao reg, RGS7-Gao, Bim-Mcl-1, Bim-Bcl-B, ABCB1 block
(29) O=[N+]([O-])c1cccc(/C=N/Nc2nc(N3CCCCC3)nc(N3CCCCC3)n2)c1
    -5, 0, 4, -3, 100, -1, 100, 99, -2, -3, 0.5
(30) O=C(CSCC(=O)NC1CC1)Nc1ccc2ccccc2c1
    0, 6, 0, 0, 103, -7, 101, 102, -1, -6, 0.2
(31) CC(=O)NNC(=O)CC(=O)Nc1nc(C23CC4CC(CC(C4)C2)C3)cs1
    0, 0, -3, -4, 95, -3, 92, 99, -6, -1, -0.6
(32) CCOC(=O)C[n+]1c(C)sc2ccc(OC)cc21
    4, 0, -1, -6, 99, -2, 80, 100, -3, -3, 0.0
(33) O=C(CSCc1n[nH]c(=O)[nH]1)NCCOc1cccc(Oc2ccccc2)c1
    -14, -7, 8, -2, 103, -9, 104, 106, -3, -9, 1.4
(34) CC(=O)Nc1nc(S(=O)(=O)c2ccc(C)cc2)c(Cl)s1
    -20, -13, 21, -2, 94, -10, 94, 93, -7, -10, 0.2
(35) Cn1nnnc1SCC(=O)N1c2ccccc2CCc2ccccc21
    -22, -18, 3, -1, 99, -9, 99, 100, -5, -8, 1.2
(36) Cc1cc(C)n(CC(C)NC(=O)c2cc(COc3c(F)cccc3F)on2)n1 (stereo not drawn)
    -4, -2, 8, -3, 99, 0, 98, 95, 0, -6, 3.1
(37) CCN1CC(CN(C)Cc2nc(-c3ccc(C(F)(F)F)cc3)oc2C)CC1=O (stereo not drawn)
    -6, -3, 0, 0, 100, 2, 105, 100, -1, -5, 0.2
(38) COCCN1C(=O)N[C@@H](c2cccs2)C(C(=O)OC)=C1C
    -2, 0, -1, 0, 101, 0, 100, 101, -2, -2, 0.1
(39) O=C(Nc1nc2ccc(S(=O)(=O)N3CCCC3)cc2s1)C1CCCCC1
    13, -2, -1, -4, 108, -6, 105, 113, -3, -22, -0.5
(40) COc1ccc(N=C2C(=O)N3c4c(cccc42)C(C)=CC3(C)C)cc1
    6, 4, 4, 7, 101, 7, 113, 107, 4, 4, 0.3
(41) Cc1nn(-c2ccccn2)c2c1C(c1c(F)cccc1Cl)C1=C(N2)c2ccccc2C1=O (stereo not drawn)
    2, 1, -4, -4, 107, -10, 107, 108, -5, -4, -0.4
(42) CCc1c(C)nc2ncnn2c1NCCc1ccccc1
    -2, -2, 7, 0, 102, -2, 102, 97, -2, 0, 0.9
(43) C[C@@H]1CCC[C@@]2(O[C@H](CCO)C[C@@H](O)[C@@H]2O)O1
    -2, 0, 2, -2, 99, -4, 100, 101, 0, -2, 0.5
(44) COc1ccc(NC(=S)N2CCC(N(C)CCN3CCOCC3)CC2)cc1Cl
    3, 6, -3, 3, 103, 2, 104, 102, 1, 3, -0.5
(45) Cc1ccc(NC(=O)c2csc(-c3ccccc3)c2C)cc1
    -1, 0, 10, -3, 98, -1, 100, 99, -2, -7, 0.4
(46) Cc1cc2ncn(-c3ncnc4sc5c(c34)CCC(C)C5)c2cc1C (stereo not drawn)
    -14, -9, 3, 0, 102, -4, 101, 101, -2, -10, 0.9
(47) CC(C)(C)C(=O)NC(=S)Nc1ccccc1C(=O)Nc1ccccc1
    -3, -3, 3, -1, 103, 0, 104, 105, -5, -2, 0.7
(48) O=C(COC(=O)C1(c2ccccc2F)CCCC1)NCc1ccc2c(c1)OCO2
    -16, -13, 21, -6, 95, -8, 95, 96, -7, -14, 1.4
(49) CCOc1ccc(-c2cn[nH]c2N)cc1
    -16, -8, 5, -1, 100, -11, 100, 101, -4, -9, -0.1
(50) COCCNc1nc(C(C)(C)C)nc2c1nnn2Cc1ccccc1Cl
    -7, -8, 2, 0, 98, 2, 99, 97, 0, -5, 0.7
(51) COC(=O)c1ccc(CSc2ccc3nnc(-c4cccc(F)c4)n3n2)o1
    -5, -4, 4, 0, 96, -3, 95, 94, 0, -8, 1.5
(52) CCC(Oc1ccccc1)C(=O)Nc1cc(C)on1 (stereo not drawn)
    -11, -8, -4, 0, 99, -1, 100, 97, 1, -6, -2.5
(53) COC(=O)C1=C(C)N(CCc2ccc(OC)c(OC)c2)C(=O)/C1=C\c1ccc(O)cc1
    -7, -3, 3, -2, 96, -3, 98, 99, -1, -3, 0.9
(54) CCOC(=O)N1CCN(C(=O)c2ccc(N3C(=O)c4ccccc4C3=O)cc2)CC1
    -2, -4, 0, -3, 95, 5, 87, 97, -5, -4, 0.0
(55) Cn1nc([N+](=O)[O-])nc1Oc1ccc2ccccc2c1
    0, -3, 2, -2, 103, -4, 100, 102, -3, 0, 0.6
(56) COC(=O)C1=C(C)N(C)C(=O)NC1c1ccc([N+](=O)[O-])o1 (stereo not drawn)
    0, 1, 1, -2, 105, -2, 100, 99, 0, -4, 0.2

Assay outcomes from PubChem BioAssay.
